# ERa SRC1 pot: enhancers of ERα–SRC-1 coactivator binding, primary screen, biochemical, TR-FRET, ERα LBD, low estradiol | Estrogen receptor (Homo sapiens), P03372 | coactivator binding (% of control), % at 25.6 µM | 86,000 tested, 1.3% active | TR-FRET ERalpha-LBD/SRC-Cy5 coactivator binding, 2 h; 100 = basal binding, no effect; in the data active means activity above about 200%;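 further: binding measured in presence of low estradiol as agonist stimulus; 0% = peptide alone without receptor and 100% = receptor with peptide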
# Mac1 fbg inh: inhibitors of CD11b/CD18 adhesion to fibrinogen, primary screen, K562 cells, luminescence; Integrin beta-2 (Homo sapiens) + Integrin alpha-M (Homo sapiens), P05107+P11215; ATPlite luminescence; Mn2+ added to activate the integrin; inhibition, % at 10 µM; 93,000 tested, 0.54% active; AID 1497, 2009;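 active means primary inhibition of 50% or more at 10 µM, then 40% or more on retest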; further: some results filed as inactive read as strong as hits
# CD11b adhes enh: enhancers of CD11b/CD18 adhesion to fibrinogen, primary screen, K562 cells, luminescence | AID 1499, 2009 | Integrin beta-2 (Homo sapiens) + Integrin alpha-M (Homo sapiens), P05107+P11215 | activation, % at 10 µM | 93,000 tested, 0.07% active | ATPlite luminescence;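 active means 10 µM primary screen giving 50% or more activity, confirmed by 40% or more on retest at that dose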; further: strong numbers were not always called active; reference of the scale not given here
# MT1-MMP txn act: MT1-MMP promoter reporter activation – cell-based, luciferase luminescence, primary screen | activation factor at 10 µM | 86,000 tested, 0.16% active | AID 750, 2007 | HT1080 MT1-MMP promoter luciferase reporter, overnight; active compounds read high;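 active means activation factor of at least 2 for MT1-MMP transcription at 10 µM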
# Smad3 FoxH1 inh: Smad3/FoxH1 peptide binding inhibitors, primary screen, biochemical, TR-FRET; TR-FRET Smad3/Dy647-FoxH1 peptide binding, europium anti-His; 88,000 tested, 0.29% active; inhibition, % at 25 µM; Mothers against decapentaplegic homolog 3 (Homo sapiens), P84022; AID 630, 2007;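 active means compounds that reduce the energy-transfer binding signal between the protein and its labelled peptide by more than half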;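 further: 0% = Smad3 plus labelled peptide maximal FRET and 100% = peptide-only background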
# ERb SRC1 inh: inhibitors of ERβ-SRC1 coactivator interaction, primary screen, biochemical, TR-FRET, ERβ LBD, SRC-1 peptide; TR-FRET ER-beta LBD / SRC1-Cy5 peptide binding; receptor agonist-loaded with 1 µM estradiol; inhibition, % at 25.6 µM; 86,000 tested, 1.3% active; AID 633, 2007;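 active means compounds whose percent inhibition of the receptor-coactivator binding signal exceeds about 50% in the single-dose screen, limit read from the data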;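 further: 0% = receptor plus peptide wells without compound and 100% = peptide-only wells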
# Target sequence (Q92731 whole entry, looked up, the tested form may be a part): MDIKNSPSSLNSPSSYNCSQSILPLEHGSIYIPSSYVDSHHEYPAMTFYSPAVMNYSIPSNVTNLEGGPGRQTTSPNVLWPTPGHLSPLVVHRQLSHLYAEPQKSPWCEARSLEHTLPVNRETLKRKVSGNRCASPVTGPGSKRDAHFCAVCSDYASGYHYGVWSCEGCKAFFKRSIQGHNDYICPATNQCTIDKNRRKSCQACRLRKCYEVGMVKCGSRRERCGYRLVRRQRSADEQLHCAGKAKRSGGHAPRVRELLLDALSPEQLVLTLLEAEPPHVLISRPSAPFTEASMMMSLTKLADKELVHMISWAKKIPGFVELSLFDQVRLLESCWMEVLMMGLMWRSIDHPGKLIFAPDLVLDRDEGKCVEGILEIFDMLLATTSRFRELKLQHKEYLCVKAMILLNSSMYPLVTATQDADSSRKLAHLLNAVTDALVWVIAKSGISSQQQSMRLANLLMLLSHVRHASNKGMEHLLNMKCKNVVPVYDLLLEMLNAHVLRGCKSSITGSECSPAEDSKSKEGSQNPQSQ
# sEH inhibitor: soluble epoxide hydrolase inhibitors, primary screen, biochemical, human sEH | Bifunctional epoxide hydrolase 2 (Homo sapiens), P34913 | recombinant human sEH enzymatic activity assay | inhibition, % at 2 µM | 91,000 tested, 0.34% active | AID 707, 2007; in the data active means inhibition above about 80%; further: values of inactives mirror those of a sister screen read the other way; many of its hits are not listed in these tables
# Target sequence (P34913 whole entry, looked up): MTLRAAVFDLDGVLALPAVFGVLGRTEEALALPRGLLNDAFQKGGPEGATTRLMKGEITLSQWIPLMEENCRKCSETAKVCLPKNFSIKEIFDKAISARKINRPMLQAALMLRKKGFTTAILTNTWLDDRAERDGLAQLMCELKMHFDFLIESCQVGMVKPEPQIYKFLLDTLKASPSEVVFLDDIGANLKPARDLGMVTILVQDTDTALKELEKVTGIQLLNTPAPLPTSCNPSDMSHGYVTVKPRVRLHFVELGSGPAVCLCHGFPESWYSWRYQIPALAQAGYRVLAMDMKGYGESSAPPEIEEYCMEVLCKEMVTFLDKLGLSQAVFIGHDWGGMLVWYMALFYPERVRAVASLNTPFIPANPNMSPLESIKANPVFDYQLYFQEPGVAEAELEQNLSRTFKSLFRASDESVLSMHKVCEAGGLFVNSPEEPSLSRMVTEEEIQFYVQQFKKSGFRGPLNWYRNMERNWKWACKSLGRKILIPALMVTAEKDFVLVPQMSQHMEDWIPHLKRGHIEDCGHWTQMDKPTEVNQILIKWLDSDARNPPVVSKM
# sEH activator: soluble epoxide hydrolase activators, primary screen, biochemical, human sEH | Bifunctional epoxide hydrolase 2 (Homo sapiens), P34913 | purified human sEH enzymatic activity, activator screen | activation, % at 2 µM | 91,000 tested, 0.04% active | AID 717, 2007; in the data active means activation above about 37%; further: values of inactives mirror those of a sister screen read the other way
# Candida biofilm: clotrimazole potentiators killing Candida biofilms, primary screen, with clotrimazole, Alamar Blue | 85,000 tested, 0.14% active | AID 834, 2007 | inhibition, % at 6 µM | C. albicans biofilm + clotrimazole;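 active means inhibition above 20%; inactive means inhibition below 20%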;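 further: preformed 24 hr biofilms exposed to compound for 48 hr; 0% = biofilm without compound and 100% = blank killed by clotrimazole plus chlorhexidine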
# * = called active by the depositor; nt = not tested or not shown; [ ] = dose if it differs, or a comment. Only part of the results is shown; count on the stated rates, not on these rows.
# Letters – A = ERa SRC1 pot; B = Mac1 fbg inh; C = CD11b adhes enh; D = MT1-MMP txn act; E = Smad3 FoxH1 inh; F = ERb SRC1 inh; G = sEH inhibitor; H = sEH activator; I = Candida biofilm
> NC1=NC(=O)CC(C(=O)NCCc2ccccc2)S1 (stereo unspecified)
  A: 112	B: -1	C: -1	D: 1	E: -2	F: -2	G: 6	H: -4	I: 2

> CCC(C(=O)Nc1nnc(-c2ccco2)s1)c1ccccc1 (stereo unspecified)
  A: 121	B: 3	C: -3	D: 1.2	E: 5	F: 14[fluorescence artefact?]	G: -9	H: 8	I: -5

> C/C(N)=C(/C#N)C(=O)COC(=O)c1cc(S(=O)(=O)N2CCCCC2)ccc1C
  A: 74	B: -18	C: 4	D: 1	E: -11	F: 24	G: -10	H: 10	I: 10

> O=C(Nc1ccc(N2CCCCC2)cc1)c1ccc(F)cc1
  A: 105	B: 0	C: 0	D: 0.7	E: 10	F: -4	G: 16	H: -13	I: 5

> Cc1cc(NC(=O)c2ccc3c(c2)C(=O)N(C2CCCCC2)C3=O)no1
  A: 150	B: -5	C: 1	D: 1.1	E: 1	F: -2[fluorescence artefact?]	G: -1	H: -1	I: 0

> O=C(N/N=C/c1ccc(O)cc1)c1csc2ccccc12
  A: nt	B: -6	C: 6	D: nt	E: nt	F: nt	G: 84*	H: -84	I: nt

> O=C(c1cccn2c(=O)c3cc4ccccc4cc3nc12)N1CCN(c2ccccc2)CC1
  A: 80	B: -2	C: -2	D: 1.1	E: 3	F: 19	G: -18	H: 22	I: 12

> CCCNS(=O)(=O)c1ccc(CCC(=O)N2CCC(C)CC2)cc1
  A: 87	B: 7	C: 0	D: 1.1	E: 13	F: 0	G: -7	H: 10	I: 4

> CCN(CC)CCN1C(=O)c2oc3ccccc3c(=O)c2C1c1ccccc1 (stereo unspecified)
  A: 101	B: 25	C: -4	D: 1.1	E: -16	F: 1	G: 6	H: -5	I: 5

> c1ccc2c(c1)oc1c(NCCCn3ccnc3)ncnc12
  A: 83	B: nt	C: nt	D: 1.1	E: 12	F: 2	G: 5	H: -7	I: 13

> CC(C)NC(=O)c1ccc(COCC(F)(F)C(F)F)cc1
  A: 108	B: 4	C: -1	D: 1	E: 65*	F: -18	G: -20	H: 17	I: 0

> NC(=O)c1ccccc1-c1nc(-c2ccccc2)no1
  A: 122	B: -3	C: 1	D: 1.7	E: -5	F: -11	G: nt	H: nt	I: 2

> Cc1cccc(C)c1NC1=NC(=S)N(c2ccccc2)C12CCOC(C)(C)C2 (stereo unspecified)
  A: 110	B: 0	C: -3	D: 1.1	E: -4	F: 3	G: 11	H: -8	I: -2

> O=C(CSC1=NCCS1)Nc1ccnc2ccccc12
  A: 119	B: 100*	C: -10	D: 1.1	E: 4	F: 4	G: nt	H: nt	I: 8

> CC(O)CNc1nc2c(c(=O)n(C)c(=O)n2C)n1Cc1cccc(Br)c1 (stereo unspecified)
  A: 114	B: -4	C: 1	D: 1.1	E: -4	F: -3	G: -6	H: 5	I: 5

> O=C(CCC1CCCC1)N1CCN(S(=O)(=O)Cc2ccccc2)CC1
  A: 129	B: -11	C: -5	D: 1.2	E: -1	F: -2	G: nt	H: nt	I: 0

> COc1ccc(/C=N/NS(=O)(=O)c2ccc(C)cc2)cc1OC(=O)c1ccc(C)cc1
  A: nt	B: 26	C: -2	D: nt	E: nt	F: nt	G: 9	H: -8	I: nt

> CN(C)CCNc1c2c(c(C#N)c3nc4ccccc4n13)CCCC2
  A: 98	B: -7	C: -2	D: 0.9	E: 6	F: 5	G: -8	H: 9	I: 13

> Cc1cc(C(=O)COC(=O)c2cccs2)c(C)n1-c1c(C)n(C)n(-c2ccccc2)c1=O
  A: 116	B: -13	C: -1	D: 1	E: 11	F: -5	G: -6	H: 4	I: 8

> O=C(NCCCN1CCOCC1)c1cc(-c2ccccc2)on1
  A: 108[fluorescence artefact?]	B: -20	C: -1	D: nt	E: -1	F: 2	G: 4	H: -4	I: 4

> Cc1nc(SCC(=O)NCc2ccco2)c2oc3ccccc3c2n1
  A: 105	B: -1	C: -3	D: 1	E: 1	F: -4	G: nt	H: nt	I: 7

> COC(=O)c1cc(Br)c(=O)n(CCc2ccc(F)cc2)c1
  A: 92	B: 2	C: 1	D: 1	E: -10	F: 28[fluorescence artefact?]	G: -12	H: 14	I: 2

> O=C(Nc1ccc2c(c1)OCO2)c1ccc(Cl)nc1
  A: 85	B: -3	C: 1	D: 1.9	E: -3	F: 11	G: 14	H: -19	I: 0

> CCCCn1c(CNC(=O)CC)nc2ccccc21
  A: 116[fluorescence artefact?]	B: -3	C: 1	D: 1.2	E: -1	F: -7	G: nt	H: nt	I: 5

> CC1(C)Cc2nc3oc4c(N5CCOCC5)ncnc4c3cc2CO1
  A: nt	B: 7	C: -2	D: nt	E: nt	F: nt	G: 5	H: -1	I: nt

> CSc1nc(C)cc(SCC(=O)Nc2ccccc2)n1
  A: 95	B: 4	C: 1	D: 1	E: 3	F: -14	G: -7	H: 7	I: 7

> CCCCOc1ccccc1C(=O)NCCCCCC(=O)O
  A: 117	B: -7	C: -3	D: 1.1	E: 0	F: -4	G: nt	H: nt	I: 5

> CCN(CC)C(=O)CN1CCN(c2ccccc2F)CC1
  A: 123[fluorescence artefact?]	B: 4	C: -3	D: 1.2	E: 4	F: 7	G: -17	H: 17	I: 3

> N/C(=N/OCC(=O)Nc1cccc2ccccc12)c1nonc1N
  A: nt	B: 6	C: -2	D: nt	E: nt	F: nt	G: -2	H: 1	I: nt

> CCOC(=O)CCCSc1nc2sc(C)c(C)c2c(=O)[nH]1
  A: 88	B: 16	C: -4	D: 1.1	E: 3	F: 12	G: nt	H: nt	I: 8

> O=C(OCn1nnc2ccccc2c1=O)C1CCN(S(=O)(=O)c2cccs2)CC1
  A: 121	B: nt	C: nt	D: 1.1	E: 0	F: 0	G: nt	H: nt	I: 2

> C=CCn1c(COc2ccc(Cl)cc2)nnc1SCC(=O)NCC(=O)OCC
  A: 116	B: -13	C: -2	D: 1.2	E: -2[fluorescence artefact?]	F: -5	G: -8	H: 6	I: 2

> COc1ccc(N(CC(=O)Nc2ccc3c(c2)OCO3)S(=O)(=O)c2ccccc2)c(OC)c1
  A: 105	B: 4	C: 2	D: 1.2	E: 1	F: -5	G: 8	H: -9	I: 5

> Cc1ccc(CN2CC34C=CC(O3)C(C(=O)NCc3ccc5c(c3)OCO5)C4C2=O)cc1 (stereo unspecified)
  A: 113	B: nt	C: nt	D: 1.1	E: -7	F: 16[fluorescence artefact?]	G: nt	H: nt	I: -1

> O=C(NCC(c1cccnc1)N1CCN(c2ccc(F)cc2)CC1)c1ccc2c(c1)OCO2 (stereo unspecified)
  A: 135	B: -11	C: -4	D: nt	E: -5	F: 3	G: 4	H: -4	I: 4

> CCCn1c(N)c(C(=O)CN2CCN(S(=O)(=O)c3cccs3)CC2)c(=O)[nH]c1=O
  A: 87	B: -14	C: -1	D: 1.1	E: -1	F: 23	G: -4	H: 7	I: 5

> COc1cc2nc(=S)n3[nH]c(CCn4c(C)nc5ccccc54)nc3c2cc1OC
  A: 106[fluorescence artefact?]	B: -21	C: 1	D: 1.1	E: -1	F: 6	G: nt	H: nt	I: 8

> Cc1nc(-c2cccc(S(=O)(=O)N3CCCC(C)C3)c2)cs1 (stereo unspecified)
  A: 104	B: 20	C: 0	D: 0.9	E: -2	F: -6	G: 0	H: -2	I: 6

> CCCC(C)C(=O)NCc1ccccc1OC (stereo unspecified)
  A: 103	B: 8	C: -4	D: 1.2	E: 1[fluorescence artefact?]	F: 11	G: -7	H: 7	I: 4

> CCOC(=O)c1c(C)nc(-c2ccccc2)nc1NC(=O)CC
  A: 107	B: -23	C: -2	D: 1.5	E: -11	F: -8	G: 4	H: -1	I: -2

> Cc1ccc(SCC(=O)N2CCCC2)cc1
  A: 81[fluorescence artefact?]	B: -1	C: -1	D: 1.2	E: 7	F: 12	G: nt	H: nt	I: 1

> Cc1cc(NC(=O)CSc2ccc3nnc(-c4cccc(F)c4)n3n2)no1
  A: 107	B: 2	C: -3	D: 1.2	E: 11	F: 20	G: -10	H: 9	I: 8

> O=C1CC(c2ccc(S(=O)(=O)NC3CC3)cc2)CN1 (stereo unspecified)
  A: 107	B: -8	C: -4	D: 1	E: 5	F: -10[fluorescence artefact?]	G: -5	H: 4	I: 7

> CN1C(=S)SC(/[N+]([O-])=C\c2ccco2)C1(C)C (stereo unspecified)
  A: 107[fluorescence artefact?]	B: 2	C: 2	D: 1.1	E: 10	F: -5[fluorescence artefact?]	G: 1	H: 0	I: 4

> NC(C(=O)O)C1CC(Cl)=NO1 (stereo unspecified)
  A: 107	B: nt	C: nt	D: 1.3	E: -8	F: 2	G: nt	H: nt	I: 8

> O=C(Nc1cccc(O)c1)c1noc2c1CCCCC2
  A: 93	B: 20	C: -4	D: nt	E: 4	F: 10	G: -28	H: 24	I: 7

> Nc1nnc(COc2cccc(C(F)(F)F)c2)s1
  A: 120	B: 2	C: 1	D: 0.9	E: -3	F: -1	G: nt	H: nt	I: 3

> O=C(NCCN1CCN(c2ccccc2)CC1)C1CCN(S(=O)(=O)c2cccc3nonc23)CC1
  A: 90	B: -2	C: -4	D: 1	E: 5	F: 10	G: 18	H: -20	I: 1

> O=P(CCCCCCCCCP(=O)(c1ccccc1)c1ccccc1)(c1ccccc1)c1ccccc1
  A: nt	B: 13	C: 13	D: nt	E: nt	F: nt	G: -12	H: 11	I: nt

> CCCN1CCC(N(C)CCc2ccc(OC)c(OC)c2)CC1
  A: 115	B: 7	C: -4	D: 1.1	E: -8	F: 1	G: 1	H: 1	I: 6

# The list continues:
# Letters – A = ERa SRC1 pot; B = Mac1 fbg inh; C = CD11b adhes enh; D = MT1-MMP txn act; E = Smad3 FoxH1 inh; F = ERb SRC1 inh; G = sEH inhibitor; H = sEH activator; I = Candida biofilm
> CC1=C(Sc2ccccn2)C(=O)NC(C)(C)C1
  A: 116	B: -4	C: -2	D: 1.1	E: -2[fluorescence artefact?]	F: -1[fluorescence artefact?]	G: 7	H: -7	I: 10

> O=C(O)CCN1C(=O)c2ccc(Oc3ccc4c(c3)C(=O)N(CCC(=O)O)C4=O)cc2C1=O
  A: nt	B: 0	C: 1	D: nt	E: nt	F: nt	G: 8	H: -7	I: nt

> CCCS(=O)(=O)c1c(S(=O)(=O)CCC)c2c(C)cccn2c1C(N)=O
  A: 87	B: nt	C: nt	D: 1.2	E: -4	F: 13	G: 4	H: 1	I: 7

> O=C(c1cccs1)N1CCCc2ccccc21
  A: nt	B: 2	C: -1	D: 1.1	E: nt	F: nt	G: 4	H: -4	I: nt

> O=C1c2ccccc2C(=O)N1SC1CCCCC1
  A: 31[fluorescence artefact?]	B: nt	C: nt	D: 1	E: -4	F: 16[fluorescence artefact?]	G: -3	H: 3	I: 4

> CCC1CC(CSc2ncn[nH]2)OC1=O (stereo unspecified)
  A: 99	B: nt	C: nt	D: 1.1	E: 0	F: -4	G: -2	H: 3	I: 2

> COc1cc2c(cc1NC(=S)Nc1cccc(C)c1)oc1ccccc12
  A: nt	B: -3	C: 14	D: nt	E: nt	F: nt	G: -6	H: 4	I: nt

# High-throughput results: PubChem BioAssay, several laboratories
